# Screening results deposited in PubChem by National Center for Advancing Translational Sciences (NCATS).
# 12-LOX inh: blocks human arachidonate 12S-lipoxygenase; Potency, µM (doses to about 108 µM), without a hit: top-dose activity change, negative = inhibition, usual class: inhibitors; P18054; actives 1.1% (n = 580,000); AID 1671190; purified 12hLO, xylenol orange hydroperoxide absorbance
#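 Purified human 12hLO (150 nM final) in 25 mM Hepes, 0.01% Triton X-100, pH 7.0 was preincubated 15 min at room temperature with compound. Then 40 uM arachidonic acid was added, 30 min. Hydroperoxide was read by Fe-XO absorbance ratio 573/405 nm.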
# RGS4 inh: human RGS4 inhibition; Transcreener GDP fluorescence polarization, RGS4-accelerated GTP hydrolysis; Potency, µM (series often up to 114 µM), for the others: at the highest dose activity change, negative = inhibition, hits mostly inhibitors; actives 0.039% (n = 390,000); further: nearly all actives have a fitted effect of over 75% in size; some results filed as inactive show a strong effect at the top dose
# Target sequence (P49798 whole entry, looked up): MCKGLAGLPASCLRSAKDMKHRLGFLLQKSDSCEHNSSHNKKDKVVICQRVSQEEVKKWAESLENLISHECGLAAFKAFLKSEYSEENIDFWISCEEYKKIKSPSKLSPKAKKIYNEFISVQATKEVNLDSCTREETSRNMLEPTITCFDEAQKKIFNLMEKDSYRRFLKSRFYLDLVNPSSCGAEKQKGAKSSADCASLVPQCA
#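 MLSMR compounds (23 nl, pin-transferred) preincubated 10 min at room temperature with a 500nM (2x) first reagent, then RGS4 at 900nM (2x) plus Transcreener GDP mix added; fluorescence polarization (620/688 nm) read before and after 90 min at 30 °C.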
# TrxR1 substrate: rat thioredoxin reductase 1 substrate activity. O89049. purified TrxR1 substrate turnover, NADPH consumption readout. Potency, µM (titrated, usually from 114 µM), for inactives: top-dose activity change, negative = substrate turnover. actives 0.01% (n = 390,000). AID 588456; further: nearly all actives have a fitted effect of over 50% in size
# Target sequence (O89049 whole entry, looked up): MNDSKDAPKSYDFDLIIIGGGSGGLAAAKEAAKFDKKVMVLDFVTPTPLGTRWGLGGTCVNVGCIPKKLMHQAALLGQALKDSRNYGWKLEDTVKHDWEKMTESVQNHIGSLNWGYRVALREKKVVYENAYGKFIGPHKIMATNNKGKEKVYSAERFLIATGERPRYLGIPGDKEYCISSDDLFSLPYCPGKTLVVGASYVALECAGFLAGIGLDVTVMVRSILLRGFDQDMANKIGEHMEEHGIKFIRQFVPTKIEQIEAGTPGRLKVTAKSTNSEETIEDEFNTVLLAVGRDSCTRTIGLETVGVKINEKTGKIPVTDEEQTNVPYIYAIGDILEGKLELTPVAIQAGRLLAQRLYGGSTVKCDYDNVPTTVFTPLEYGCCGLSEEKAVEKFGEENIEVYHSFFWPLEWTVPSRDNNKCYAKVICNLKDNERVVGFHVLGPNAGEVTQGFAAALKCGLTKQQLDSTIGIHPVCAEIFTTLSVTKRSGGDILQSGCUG
#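 Rat TrxR1, dispensed at 90 nM, was prereduced with 400 uM NADPH (final) for 5 min at ~22 deg C, then incubated with compound 15 min before 400 uM selenite. A first-read NADPH fluorescence drop versus no-compound background flagged substrates.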
# rTrxR1 inhibitor: inhibitors of rat thioredoxin reductase 1 | O89049 | recombinant rTrxR1, NADPH fluorescence consumption, selenite substrate | Potency, µM (series often up to 114 µM), for the others: top-dose activity change, negative = inhibition, usual class: inhibitors | actives 1% (n = 390,000) | AID 588453; further: nearly all actives have a fitted effect of over 65% in size
#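 Rat TrxR1 (90 nM in the dispensed reagent) was pre-reduced with 400 uM NADPH for 5 min at room temperature, then incubated with compound for 15 min. After 400 uM selenite was added, NADPH fluorescence (Ex 340/Em 450 nm) was followed for 8 min.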
# RXFP1 ag: RXFP1 (human) receptor agonism; Q9HBX9; HEK293T-RXFP1 cAMP TR-FRET, 30 min; response scale: percent of porcine relaxin response, buffer zero; Potency, µM (highest dose often 57.5 µM), inactives show at the highest dose activation, usual class: activators; actives 0.3% (n = 370,000); AID 2676; further: nearly all actives have a fitted effect of over 60% in size; many of its hits are not listed in these tables
#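 HEK293 cells stably expressing RXFP1, treated 30 min at 37C with compounds plus PDE4 inhibitor Ro 20174; cAMP measured by HTRF TR-FRET. Normalized to buffer and 29 nM porcine relaxin; EC50 by Hill fit.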
# * marks the source's active call; other numbers are inactive results; i = inactive; ? = inconclusive; . = not tested or not shown; [ ] = dose if it differs, or a comment. The call rests on the fitted dose curve; in most records, active means well fitted curve in the direction sought with a large enough effect; inconclusive means small, poorly fitted or top-dose-only effect, or another doubt; inactive means no such curve, though single readings can be large; an effect the other way counts as inactive or inconclusive. On the % scale 0 is the no-effect control and ±100 the full control effect; potency means the concentration at half of the fitted maximal effect. These rows are one share of the data; the hit share may differ from the screen's.
no.	canonical_smiles	RXFP1 ag	rTrxR1 inhibitor	RGS4 inh
1	CCOc1ccc(-n2c(Cc3cc(=O)[nH]c(=O)[nH]3)nnc2SCc2cccnc2)cc1	2.1%	.	.
2	CCCCCCN(C(=O)CCCCCN1C(=O)NC(c2ccc(-c3ccccc3)cc2)C(C(=O)OCc2ccccc2)=C1C)C(C(=O)NCCCC)c1cccc(C(=O)OC)c1 (configuration not stated)	0.1%	.	.
3	O=C(Cc1ccc(Nc2nc(=S)[nH]c3ccccc23)cc1)NC1CCCCC1	-1.7%	.	.
4	Cc1nc(N)sc1C(=O)N/N=C/c1ccccc1[N+](=O)[O-]	0.1%	.	.
5	Cc1cccc(NC(=O)CSc2nnc(NC(=O)c3ccc(S(=O)(=O)N4CCOCC4)cc3)s2)c1C	0.3%	.	.
6	Cc1cc(NC(=O)Cn2c(=O)n(CCCCC(=O)NC3CCN(Cc4ccccc4)CC3)c(=O)c3ccccc32)n[nH]1	-1.8%	.	.
7	C=CCN1C(=O)N/C(=C/c2ccc(N3CCOCC3)o2)C1=O	0.1%	.	.
8	Cc1ccc(C)c(-n2nnnc2SCC(=O)c2c(N)n(C)c(=O)n(C)c2=O)c1	?	.	.
9	CCOC(=O)/C=c1\s/c(=C\c2sccc2C)c(=O)n1CC(=O)NCc1ccc(C)cc1	1.8%	.	.
10	Cc1sc2nc(CN3CCC(C)CC3)nc(Cl)c2c1C	-0.1%	.	.
11	CCN(CC)c1ccc2cc(C(=O)NCc3ccc(F)cc3)c(=N)oc2c1	5.4%	.	.
12	CCCCNC(=O)C(c1ccc(-c2ccccc2)cc1)N(CCN1CCOCC1)C(=O)CCCCCN1C(=O)NC(c2ccc([N+](=O)[O-])cc2)C(C(=O)OCc2ccccc2)=C1C (configuration not stated)	4.2%	.	.
13	COc1ccccc1C(=O)NNC(=S)NC(=O)c1cccs1	-2.0%	.	.
14	Cc1ccc(S(=O)(=O)N2CCN(c3nc(C(N)=O)nc4ccccc34)CC2)cc1	.	9.0%	-6.6%
15	OC[C@H]1O[C@H](n2cnc3c(N[C@H]4CCC[C@@H]4O)ncnc32)[C@H](O)[C@@H]1O	.	3.5%[57.1 µM]	7.8%[56.9 µM]

no.	12-LOX inh	TrxR1 substrate
1	0.7%	.
2	-1.4%	.
3	0.0%	.
4	-9.3%	.
5	-17.3%	.
6	1.8%	.
7	-12.9%	.
8	-1.8%	.
9	1.4%	.
10	2.5%	.
11	i	.
12	-17.4%	.
13	94.6%[activator]	.
14	.	1.2%
15	.	3.8%[57.1 µM]

# Reformatted with values under each structure: 14 of the compounds above
# Under each structure – RXFP1 ag	rTrxR1 inhibitor	RGS4 inh	12-LOX inh	TrxR1 substrate
(2) CCCCCCN(C(=O)CCCCCN1C(=O)NC(c2ccc(-c3ccccc3)cc2)C(C(=O)OCc2ccccc2)=C1C)C(C(=O)NCCCC)c1cccc(C(=O)OC)c1 (configuration not stated)
  0.1%	.	.	-1.4%	.
(3) O=C(Cc1ccc(Nc2nc(=S)[nH]c3ccccc23)cc1)NC1CCCCC1
  -1.7%	.	.	0.0%	.
(4) Cc1nc(N)sc1C(=O)N/N=C/c1ccccc1[N+](=O)[O-]
  0.1%	.	.	-9.3%	.
(5) Cc1cccc(NC(=O)CSc2nnc(NC(=O)c3ccc(S(=O)(=O)N4CCOCC4)cc3)s2)c1C
  0.3%	.	.	-17.3%	.
(6) Cc1cc(NC(=O)Cn2c(=O)n(CCCCC(=O)NC3CCN(Cc4ccccc4)CC3)c(=O)c3ccccc32)n[nH]1
  -1.8%	.	.	1.8%	.
(7) C=CCN1C(=O)N/C(=C/c2ccc(N3CCOCC3)o2)C1=O
  0.1%	.	.	-12.9%	.
(8) Cc1ccc(C)c(-n2nnnc2SCC(=O)c2c(N)n(C)c(=O)n(C)c2=O)c1
  ?	.	.	-1.8%	.
(9) CCOC(=O)/C=c1\s/c(=C\c2sccc2C)c(=O)n1CC(=O)NCc1ccc(C)cc1
  1.8%	.	.	1.4%	.
(10) Cc1sc2nc(CN3CCC(C)CC3)nc(Cl)c2c1C
  -0.1%	.	.	2.5%	.
(11) CCN(CC)c1ccc2cc(C(=O)NCc3ccc(F)cc3)c(=N)oc2c1
  5.4%	.	.	i	.
(12) CCCCNC(=O)C(c1ccc(-c2ccccc2)cc1)N(CCN1CCOCC1)C(=O)CCCCCN1C(=O)NC(c2ccc([N+](=O)[O-])cc2)C(C(=O)OCc2ccccc2)=C1C (configuration not stated)
  4.2%	.	.	-17.4%	.
(13) COc1ccccc1C(=O)NNC(=S)NC(=O)c1cccs1
  -2.0%	.	.	94.6%[activator]	.
(14) Cc1ccc(S(=O)(=O)N2CCN(c3nc(C(N)=O)nc4ccccc34)CC2)cc1
  .	9.0%	-6.6%	.	1.2%
(15) OC[C@H]1O[C@H](n2cnc3c(N[C@H]4CCC[C@@H]4O)ncnc32)[C@H](O)[C@@H]1O
  .	3.5%[57.1 µM]	7.8%[56.9 µM]	.	3.8%[57.1 µM]

# The listing picks up, repeating the 2 entries before the break.
no.	canonical_smiles	RXFP1 ag	rTrxR1 inhibitor	RGS4 inh
14	Cc1ccc(S(=O)(=O)N2CCN(c3nc(C(N)=O)nc4ccccc34)CC2)cc1	.	9.0%	-6.6%
15	OC[C@H]1O[C@H](n2cnc3c(N[C@H]4CCC[C@@H]4O)ncnc32)[C@H](O)[C@@H]1O	.	3.5%[57.1 µM]	7.8%[56.9 µM]
16	CCCCCCCCCCCCCCCCCC(=O)NCC(COP(=O)([O-])OCC[N+](C)(C)C)OCC (configuration not stated)	.	?	?
17	N[C@H](C(=O)O)[C@H](Cc1ccccc1)C(=O)O	.	7.9%[57.1 µM]	3.0%[56.9 µM]
18	CCCN1CNc2c(c(=O)[nH]c(=S)n2CCc2c(Cl)cccc2Cl)C1	.	-10.1%	-33.9%
19	c1coc(CNc2nc[n+]3c4c2ncn4CC3)c1	.	2.6%	6.7%
20	CCCN1CNc2c(c(=O)[nH]c(=S)n2CCc2cc(C)ccc2C)C1	.	6.9%	-9.6%
21	CCCN1CNc2c(c(=O)[nH]c(=S)n2CCc2ccc(Cl)cc2Cl)C1	.	2.1%	14.8%
22	Cc1nc(N2CCN(C)CC2)c2nnn(Cc3ccccc3)c2n1	.	11.5%	-10.4%
23	O=C1O/C(=C/Br)CCC1c1cccc2ccccc12 (configuration not stated)	.	12.4%[57.1 µM]	9.47µM*
24	O=C(c1ccco1)N1CCN(/C=C2\Nc3ccccc3C(=O)N2c2ccc(F)cc2)CC1	.	-3.1%	-15.4%
25	COc1ccc(CNCc2ccccc2)cc1COc1ccc(NC(C)=O)cc1	.	-10.5%	5.0%
26	Cc1ccc(-c2nc3ccc(Cl)cn3c2Nc2ccccc2)o1	.	?	-43.3%
27	Cc1cc(C)n2c(Nc3ccccc3)c(-c3ccc(C)o3)nc2n1	.	-25.0%	-18.0%
28	NC1CCN(O)C1=O (configuration not stated)	.	?	-8.3%[56.9 µM]
29	N#CC(=C(\N)Sc1ccccc1N)/C(C#N)=C(/N)Sc1ccccc1N	.	90.0%[activator][57.1 µM]	9.47µM*
30	COc1ccc(CN(Cc2ccccc2)C(=O)c2ccc(NC(C)=O)cc2)cc1COc1ccc(NC(C)=O)cc1	.	1.7%	17.0%

no.	12-LOX inh	TrxR1 substrate
14	.	1.2%
15	.	3.8%[57.1 µM]
16	.	-3.3%[57.1 µM]
17	.	8.7%[57.1 µM]
18	.	-0.6%
19	.	0.1%
20	.	2.3%
21	.	-2.7%
22	.	6.2%
23	.	10.8%[57.1 µM]
24	.	-1.1%
25	.	0.4%
26	.	5.7%
27	.	1.4%
28	.	6.1%[57.1 µM]
29	.	?
30	.	-1.6%

# The list continues:
no.	canonical_smiles	RXFP1 ag	rTrxR1 inhibitor	RGS4 inh
31	O=C(c1ccc2c(=O)n(Cc3ccco3)c(=S)[nH]c2c1)N1CCCC1	.	?	?
32	CN1CCc2cc(NC(=O)Nc3cccnc3)ccc21	.	16.2%[57.1 µM]	-4.5%[56.9 µM]
33	N#C/C(=C\c1c[nH]c2ccccc12)C(=O)c1ccc(O)c(O)c1	.	9.8%[57.1 µM]	?
34	CC(=O)N(c1ccc(Cl)cc1)C1SC(=O)N(c2ccc(C)cc2)C1=O (configuration not stated)	.	9.7%	4.2%
35	O=c1ccc2c(OCCCCc3ccccc3)c3ccoc3cc2o1	.	6.1%[57.1 µM]	11.0%[56.9 µM]
36	CN1CCN(C(=O)c2ccc3c(=O)n(Cc4ccc5c(c4)OCO5)c(=S)[nH]c3c2)CC1	.	-12.7%	-48.9%
37	O=C(c1ccc2c(=O)n(CC3CCCO3)c(=S)[nH]c2c1)N1CCN(C(=O)c2ccco2)CC1 (configuration not stated)	.	?	-27.6%
38	N#CC(C#N)=C(N)/C(C#N)=C/c1ccc(O)cc1	.	?	?
39	N=S(=O)(O)Cc1noc2ccccc12	.	22.3%[57.1 µM]	21.3%[56.9 µM]
40	Cn1nnc2c(N3CCN(Cc4ccccc4)CC3)ncnc21	.	?	-10.3%
41	O=Nc1ccc2oc(=O)ccc2c1	.	?	5.97µM*
42	Cc1ccccc1S(=O)(=O)N1CCN(c2nc(-c3cccs3)nc3ccccc23)CC1	.	5.3%	8.5%
43	C#C[C@]1(O)CC[C@H]2[C@@H]3CCC4=Cc5oncc5CC4(C)[C@H]3CCC21C (some centres not stated)	.	?	?
44	OCCNc1nc(-c2cccs2)nc2ccccc12	.	-3.8%	-0.8%
45	Cc1cc2c(cc1Cl)N(C(=O)Nc1ccnc3ccccc13)CC2	.	?	3.2%[56.9 µM]
46	COc1ccc(N(C(C)=O)C2SC(=O)N(c3ccccc3)C2=O)cc1 (configuration not stated)	.	8.7%	2.2%

no.	12-LOX inh	TrxR1 substrate
31	.	4.5%
32	.	9.0%[57.1 µM]
33	.	8.0%[57.1 µM]
34	.	-0.5%
35	.	6.5%[57.1 µM]
36	.	6.3%
37	.	4.2%
38	.	3.2%[57.1 µM]
39	.	9.3%[57.1 µM]
40	.	0.3%
41	.	?
42	.	-1.4%
43	.	-6.4%[57.1 µM]
44	.	-7.2%
45	.	0.1%[57.1 µM]
46	.	6.1%
